Screens (PubChem BioAssay)
mouse EphA4 binding: inhibitors of EphA4 binding to KYL peptide, primary screen, biochemical, colorimetric, mouse EphA4 (AID 689); Ephrin type-A receptor 4 (Mus musculus); inhibition, % at 10 µM, or IC50 in µM where a hit was titrated; EphA4-AP binding to KYL peptide, pNPP A405; higher % means a stronger effect; 62,000 compounds, 0.1% hits; in the data active = a potency from the dose series; inactive = the rest, 99 in 100 with inhibition below about 22%
Numbers without * were called inactive; & = joins results of further samples. An excerpt; count on the stated rates, not on these rows.

SMILES	mouse EphA4 binding
CC1Cc2cc(/C(O)=C3/C(=O)C(=O)N(CCN4CCOCC4)C3c3cccc(Cl)c3)ccc2O1 (centres undefined)	-1.7%
CCCCCNC1=CC(=O)CC(c2ccccc2)C1 (centres undefined)	-10.5%
Cc1cccc(NC(=O)Nc2cccc(Oc3c(F)c(F)c(F)c(F)c3F)c2)c1	-0.7%
CCOC(=O)C(CCCOc1ccc(C(C)CC)cc1)C(=O)OCC (centres undefined)	-2.5%
CC(=O)c1cccc(NC(=O)c2c(F)c(F)c(F)c(F)c2F)c1	-5.9%
O=C(Cn1cc([N+](=O)[O-])cn1)N1CCc2ccccc21	-11.5%
COc1ccc(NC(=O)c2ccc(N(C)S(=O)(=O)c3ccccc3)cc2)cc1OC	8.1%
COC(=O)c1ccc(Oc2ccc3nnc(C)n3n2)cc1	-2.3%
COc1ccc(NC(=O)c2ccc(C(=O)c3cc(OC)ccc3OC)cc2)cc1	-14.4%
Cc1noc(C)c1S(=O)(=O)N1CCN(C(c2ccccc2)c2ccc(Cl)cc2)CC1 (centres undefined)	-2.4%

Reprinted from the part before: 5 entries; new compounds follow.
SMILES	mouse EphA4 binding
O=C(Cn1cc([N+](=O)[O-])cn1)N1CCc2ccccc21	-11.5%
COc1ccc(NC(=O)c2ccc(N(C)S(=O)(=O)c3ccccc3)cc2)cc1OC	8.1%
COC(=O)c1ccc(Oc2ccc3nnc(C)n3n2)cc1	-2.3%
COc1ccc(NC(=O)c2ccc(C(=O)c3cc(OC)ccc3OC)cc2)cc1	-14.4%
Cc1noc(C)c1S(=O)(=O)N1CCN(C(c2ccccc2)c2ccc(Cl)cc2)CC1 (centres undefined)	-2.4%
O=C(NC1CCCC1)c1csc2c1CCCC2	7.0%
CCCS(=O)(=O)c1c(S(=O)(=O)CCC)c2ccccn2c1C(=O)c1ccc([N+](=O)[O-])cc1	-3.6%
Cc1ccc(NC(=O)C(F)(F)F)cc1C	-0.6%
COC(=O)c1cc(C(=O)NCc2ccccc2OC)cc([N+](=O)[O-])c1	7.7%
O=C(Cn1cnc2cc([N+](=O)[O-])ccc2c1=O)Nc1ccc2c(c1)CCC2	10.5%
COc1ccc(N=C(C)c2cc(Cl)ccc2O)cc1	-5.4%
O=C(c1cccs1)N1CCC(c2nc(-c3ccc(S(=O)(=O)N4CCOCC4)cc3)no2)CC1	-0.7%
CC1=Nn2c(nc(-c3ccccc3)c2-c2ccccc2)NC(=O)C1Br (centres undefined)	-4.3%
COc1ccc(S(=O)(=O)Nc2ccc(I)cc2)cc1OC	-1.7%
Cc1ccc2c(c1)c(-c1ccccc1)c(-c1ccccc1)n2CC(O)CN1C(=O)CSC1=O (centres undefined)	-9.2%
Cc1ccc([N+](=O)[O-])cc1NC(=O)c1ccc(C(C)(C)C)cc1	-1.8%
Cc1ccc(C(=O)CCNc2ccc(I)cc2)o1	-4.3%
COc1ccc(N(CC(=O)N2CCCC2)S(=O)(=O)c2ccc(C)cc2)cc1OC	-0.9%
CCc1cccc(C)c1NC(=O)c1ccoc1C	4.5%
O=C(c1cc(-c2ccc(O)cc2)on1)N1CCc2ccccc2C1	15.7%
O=C(NC(=S)Nc1ccc2oc(-c3cccc4c(Br)cccc34)nc2c1)c1ccco1	-2.3%
Cc1noc(C)c1S(=O)(=O)N(CC(=O)Nc1ccc2c(c1)OCO2)c1ccc(C(C)C)cc1	2.1%
O=C(CSc1ncc(C(F)(F)F)cc1Cl)N1CCN(S(=O)(=O)c2ccccc2)CC1	5.8%
Cc1cc(/C=N/n2cnnc2)c(C)n1-c1ccc(Cl)cc1	-2.8%
COc1ccc(C(=O)Nc2ccc3c(c2)nc(CN2CCN(C(C)=O)CC2)n3C)cc1	-2.6%

Four entries out of the list, sorted by formula weight, high to low:
SMILES	mouse EphA4 binding
Cc1noc(C)c1S(=O)(=O)N(CC(=O)Nc1ccc2c(c1)OCO2)c1ccc(C(C)C)cc1	2.1%
COC(=O)c1cc(C(=O)NCc2ccccc2OC)cc([N+](=O)[O-])c1	7.7%
CCc1cccc(C)c1NC(=O)c1ccoc1C	4.5%
Cc1ccc(NC(=O)C(F)(F)F)cc1C	-0.6%

(further entries)
SMILES	mouse EphA4 binding
CCNC(=O)C1CC(=O)N(c2ccc(Br)cc2)C1 (centres undefined)	15.5%
O=[N+]([O-])c1ccc(C2CCCC/C2=N/OCc2ccc(F)cc2)c([N+](=O)[O-])c1 (centres undefined)	-4.9%
CC1CCN(c2cc(N)c(Cl)cc2[N+](=O)[O-])CC1	-8.8%
Cc1ccc2c(COC(=O)C3=COCCO3)cc(=O)oc2c1	21.1%
Cc1ccc(N(NC(=O)C(C)(C)O)C(=O)c2ccccc2)cc1C	-11.1%
Cc1nc(SCC(=O)O)c2oc3ccccc3c2n1	2.8%
CCOc1ccc(C=C2C(=O)N(C)C(=O)N(C)C2=O)cc1Cl	-2.4%
Cc1cc(C)n(C(=O)CCNC(=O)c2ccccc2Br)n1	-15.9%
O=C(CCC(=O)N1CCOCC1)Nc1nnc(C2CCCCC2)s1	5.7%
O=C(c1ccccc1)c1ccc2nc(N3CCN(C(=O)c4ccco4)CC3)c3nncn3c2c1	-8.2%
CN(Cc1ccccc1)S(=O)(=O)c1ccc(C(=O)Nc2nnc(C3CC3)o2)cc1	-12.5%
O=S(=O)(c1ccc2c(c1)nc(COc1ccc(Cl)cc1)n2CC1CCCO1)N1CCOCC1 (centres undefined)	7.0%
COc1ccc2c(c1)C1=NN(/C(C)=C/C(C)=O)C(c3ccc(F)cc3)C1CC2 (centres undefined)	0.9%
CSCCC(NC(=O)c1ccc(C)o1)C(=O)O (centres undefined)	-4.2%&-2.8%
CC(C)Cn1nc(NS(=O)(=O)c2ccccc2)c2cc3ccccc3nc21	3.1%
COc1cccc(=O)c2c(C)oc(C)c12	-22.6%
O=C(N/C(=C\c1cn(-c2ccccc2)nc1-c1ccccc1)C(=O)N1CCOCC1)c1ccccc1	11.7%
COc1ccccc1C(=O)n1nc(C)cc1C	-11.8%
CCOc1ccc(NC(=O)C23CC4CC(C2)CC(c2ccccc2)(C4)C3)cc1	-7.8%
CN(CCNC(=O)c1cn(C)c2ccc(S(=O)(=O)N(C)C)cc2c1=O)CCc1ccccc1	-8.8%

3 entries from above, sorted by the number in mouse EphA4 binding, ascending.
| Compound | mouse EphA4 binding |
| --- | --- |
| COc1ccc(N=C(C)c2cc(Cl)ccc2O)cc1 | -5.4% |
| O=C(NC(=S)Nc1ccc2oc(-c3cccc4c(Br)cccc34)nc2c1)c1ccco1 | -2.3% |
| Cc1noc(C)c1S(=O)(=O)N(CC(=O)Nc1ccc2c(c1)OCO2)c1ccc(C(C)C)cc1 | 2.1% |

The results go on.
SMILES	mouse EphA4 binding
O=C(Nc1cc(Sc2ccccn2)cc([N+](=O)[O-])c1)c1ccc([N+](=O)[O-])cc1	3.2%
CCC(NS(=O)(=O)c1ccc(C)cc1)C(=O)O (centres undefined)	-10.2%
COc1ccc(S(=O)(=O)N2CCC[C@H]2C(=O)NC2=NCCS2)cc1	-25.0%
O=C(Cc1ccc2cccnc2c1)c1ccc(O)cc1O	-6.4%
COc1ccccc1NC(=O)CSc1nnnn1C	-4.1%
CC1=N/C(=C\c2ccc([N+](=O)[O-])cc2)C(=O)N1c1ccc(Br)c(C)c1	40.9%
O=C1NC(c2cc3c(cc2Cl)OCO3)Oc2ccccc21 (centres undefined)	-9.2%
Cn1c2c(c(=O)n(C)c1=O)CN(Cc1ccc(F)cc1)CN2	-15.0%
COc1ccc(CNC(=O)c2noc3c2CCCC3)cc1	-2.5%
CCCN(CCC)Cc1cc2ccccc2c2c1COC2	-3.3%
Cc1oc2cc(O)ccc2c(=O)c1N1C(=O)c2ccccc2C1=O	-10.4%
O=C(Cc1ccsc1)NCC(c1ccco1)N1CCCCC1 (centres undefined)	-9.7%
Cc1c(C(=O)N2CC(C)OC(C)C2)sc2nc(-c3ccccc3)cn12 (centres undefined)	-5.7%
CCCCOCCCNS(=O)(=O)c1ccccc1	8.2%
CCS(=O)(=O)n1nc(-c2ccc(Cl)cc2)nc1SC	10.5%
COc1cc2c3c(c1)c(C1=NC(=S)NC1=O)c(O)n3C(C)(C)C=C2C	-4.5%
Cc1cc(NC(=O)CN2CCN(S(=O)(=O)c3ccc4ccccc4c3)CC2)no1	-0.6%
O=C1C(=O)N(c2nncs2)C(c2ccc(F)cc2)/C1=C(\O)c1ccccc1 (centres undefined)	-20.8%
O=c1[nH]c(CSc2nnc(-c3ccco3)n2-c2ccccc2)nc2sc3c(c12)CCC3	0.7%
Cc1ccc(-n2c(N)c(C#N)c(-c3ccc(Cl)cc3)c(C#N)c2=O)cc1	-8.3%
COc1ccc(C2C(=O)N(C3CCCCC3)CC(=O)N2CC2COc3ccccc3O2)cc1 (centres undefined)	-2.7%
CCCCCCNc1cc2n(c(=O)n1)CCc1cc(OC)c(OC)cc1-2	-18.2%
Cc1ccc(NC2=C(Cl)C(=O)OC2OC(=O)c2ccco2)cc1 (centres undefined)	-5.3%
COc1ccc(CNC(=O)c2cccc(F)c2)cc1	-14.8%
Cc1ccc(-c2noc(CCC(=O)NC3CCN(Cc4ccccc4)CC3)n2)cc1	0.5%
Cc1cc(C)c2nc(C(F)(F)F)c(C#N)c(N)c2c1	-2.5%
COc1ccc(CCNC(=O)C2CC(c3c(Cl)cccc3Cl)=NO2)cc1 (centres undefined)	-1.9%
Cc1cn(S(=O)(=O)c2cc([N+](=O)[O-])ccc2C)cn1	-9.4%
CCOC(=O)CN1C(=O)C(O)(CC(=O)c2ccccn2)c2ccccc21 (centres undefined)	-2.0%
Cc1cc(C)n2nc(C(=O)OCCOc3ccc(Br)cc3)nc2n1	-4.4%
O=C(Nc1ccccc1C(F)(F)F)c1cncc(Br)c1	10.3%
CC(=O)Nc1ccc(OC(F)(F)C(F)F)c(NC(C)=O)c1	-10.0%
Cc1ccc(Cl)cc1N1CCN(C(=O)CCC(=O)O)CC1	2.6%
COc1ccc(NC(=O)Nc2cc(C)ccc2F)cc1	-5.4%
CCCc1cc2c(-c3ccccc3)cc(=O)oc2cc1OC	-14.9%
N#Cc1ccc(CN2CCN(C(=O)c3ccccc3)CC2)c(Cl)c1	7.9%
CCOC(=O)c1ccccc1N1C(=O)C2C3C=CC(C3)C2C1=O (centres undefined)	6.2%
COc1cc(C2C3C(C)N(C)C(=O)N(C)C3N(C)C(=O)N2C)ccc1O (centres undefined)	-7.1%
OCCn1c(CSc2nc3ccccc3n2CCO)nc2ccccc21	-5.0%
O=C(N1CCOCC1)N1CCCC(c2nc(-c3cccs3)no2)C1 (centres undefined)	-13.3%
CCCCCOC(=O)Cn1c(N2CCCCCC2)nc2c1c(=O)[nH]c(=O)n2C	-11.9%
Cc1cccc(Nc2ncccc2C(=O)NCc2cccs2)c1C	-3.8%
CC(C)(C)n1nc(-c2ccc(Cl)cc2)c2c(N)ncnc21	3.2%
COc1ccc(CN2C(=O)CCC2(C)C(=O)NCc2cccnc2)c(OC)c1 (centres undefined)	-11.8%
CCN=C(Nc1ccc(Cl)cc1)c1cccnc1	-6.2%
O=C1COc2ccc(C(=O)COC(=O)Cn3cnc4ccccc43)cc2N1	10.8%
O=C1c2c(Cl)c(Cl)c(Cl)c(Cl)c2C(=O)N1c1ncccn1	-14.0%
CCc1c(C(=O)Nc2ccc(OC)c(Cl)c2)[nH]c(C)c1C(C)=O	-8.8%
COCCCNC(=O)CS(=O)Cc1nc(-c2cccc(OC)c2)oc1C (centres undefined)	12.6%
O=C(CCCC(=O)N1CCN(c2ccccc2F)CC1)N1CCN(c2ccccc2F)CC1	-7.0%
Next section:
SMILES	mouse EphA4 binding
CCOC(=O)c1nn(-c2ccccc2)c(-c2ccccc2)c1C(=O)c1ccccc1	-13.0%
COc1ccc(C2NC(=O)NC3=C2CCc2ccccc23)cc1 (centres undefined)	-1.3%&4.5%
O=C(Nc1nc2ccccc2s1)c1ccc2c(c1)OCO2	3.3%
COc1cc2c(cc1OC)C(c1ccccc1)N(C(=O)CCl)CC2 (centres undefined)	-6.1%
CCOC(=O)c1sc(=S)n(-c2ccc(Cl)cc2)c1SC	-20.1%
Clc1ccc(-c2nnc3n2CCCC3)cc1Cl	-9.0%
O=C(O)c1cc2ccc(O)cc2oc1=O	-5.3%
CC(C)CNC(=S)NNC(=O)c1ccc(OC(F)F)cc1	-0.6%
Fc1ccc(C(c2nnnn2C2CCCC2)N2CCc3ccccc32)cc1 (centres undefined)	-4.2%
Cc1ccc(-n2nnnc2SC(C)C(N)=O)c(C)c1 (centres undefined)	-15.7%
CCCOc1ccccc1C(=O)N(Cc1ccco1)C1CCS(=O)(=O)C1 (centres undefined)	-7.3%
CCOC(=O)/C(C#N)=c1/s/c(=C2\C=Cc3ccccc3N2CC)c(=O)n1CC	-4.7%
Cc1nc2c(c(-c3ccccc3)c1C#N)C(=O)c1ccccc1-2	-11.1%
CC(C)(C)NC(=O)C(c1ccccc1F)N(Cc1ccco1)C(=O)c1csnn1 (centres undefined)	-0.6%
CN(C)CCCOC(=O)Cc1ccc(Cl)cc1	2.1%
Cc1cc(Cl)ccc1OCCCC(=O)NCC1CCCO1 (centres undefined)	-14.8%
COc1cc(/C=C2/SC(=S)NC2=O)cc(Cl)c1O	-16.9%
CC1(C)CC(NC(=O)c2cccc3ccccc23)CC(C)(C)N1	-13.7%
O=C1CCCC2=C1C(c1ccccc1)CC(=O)N2c1ccccc1 (centres undefined)	-42.4%
C=CCn1c(SCC(=O)N2CCc3ccccc3C2)nc2sc(C)cc2c1=O	-8.1%
COc1ccc(C(=O)Nc2ccc(S(=O)(=O)Nc3cc(C)nc(C)n3)cc2)c(OC)c1	-4.3%
Cc1cc(C)c(-n2c(C)cc(/C=C3/NC(=O)NC3=O)c2C)c(C)c1	-21.9%
Cc1ccc(C)c2[nH]c(=O)c(CN(Cc3ccc4c(c3)OCO4)Cc3nnnn3Cc3ccco3)cc12	-1.5%
O=C1CCC(C(=O)c2ccccc2)C(O)=C1C=NCCO (centres undefined)	-4.1%
CN(C)c1nc2c(c(N)nn2-c2ccc(Cl)cc2)c(=O)o1	-7.4%
Cc1ccc(C#CC#Cc2ccc(C)nc2)cn1	7.9%
CCOc1ccc(S(=O)(=O)Nc2ccccc2SC)cc1	-4.0%
CCOC(=O)c1cnc(SCC(=O)Nc2ccc(N3CCOCC3)c(Cl)c2)nc1N	-6.5%
NC(=O)c1ccccc1N/C=C/C(=O)c1ccc(F)cc1	1.9%
Fc1ccccc1/C=C1\CCCC2=C1Nc1nnnn1C2c1ccccc1F (centres undefined)	-1.7%
